Bioassay records deposited in PubChem BioAssay by several laboratories.
E-sel TNF inh: E-selectin induction blockers in HUVEC – imaging, immunofluorescence, high content, primary screen; inhibition, % at 2 µM; AID 1246, 2008; HUVEC TNFa-induced E-selectin immunofluorescence; hit rate 0.71% among 120,000;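 active means inhibition above the batch mean plus 3 SD, and confirmed as a hit on visual image review, cut at about 43% in these data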;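 further: 0% = TNF-stimulated DMSO wells and 100% = unstimulated control wells; not every result past the cut was called active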
Yeast lifespan up: compounds extending yeast replicative lifespan, primary screen, S. cerevisiae, OD615; inhibition of the nicotinamide effect, % at 10 µM; AID 775, 2007; S. cerevisiae growth with nicotinamide; deaD strain in restrictive glucose medium; hit rate 0.68% among 130,000;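 active means inhibition above a set limit, placed 3 SD over the median of all compounds, cut at about 26% in these data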;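 further: 0% = nicotinamide-treated wells and 100% = cells grown without nicotinamide; some compounds called inactive have numbers as strong as hits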
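assay system = DeaD-strain S. cerevisiae | measured by = absorbance at 615 nm | probe or stimulus = nicotinamide 1.5 mM | buffer or medium = CSMM-D glucose medium, restrictive | times = 48 h at 30 °C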
BB579 growth dn: growth inhibitors of yeast BB579 in restrictive medium, primary screen, yeast lifespan-shortening project, S. cerevisiae | OD615, 48 h | inhibition, % at 10 µM | hit rate 0.51% among 140,000 | AID 804, 2007;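 active means inhibition above a set limit, 3 SD over the mean compound inhibition, cut at about 44% in these data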; further: inactives centre near -24
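Test system: S. cerevisiae DeaD strain BB579 yeast; Medium: restrictive CSMM-D medium; Compound: one dose, 10 µM compound with 0.25% DMSO; Incubation: 4 h cell preincubation, 48 h compound exposure, 30 °C humidified; Signal: OD at 615 nm; Benchmarks: amphotericin B at 10 µg/mL as positive control.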
Measles CPE: compounds protecting cells from measles virus cytopathic effect, primary screen, measles RdRp inhibitor project, single point, MLSMR library, absorbance; hit rate 1.5% among 140,000; Measles virus-infected cells, CPE protection; protection (pct of control), % at 4 µM; AID 841, 2007; in the data active means protection mostly above about 24%, no sharp cut-off; inactive means mostly below about 26%; further: some compounds called inactive have numbers as strong as hits
Phagocyt inh: inhibitors of macrophage phagocytosis, primary screen, imaging, J774A.1 cells, IgG beads. J774A.1 macrophage IgG-bead phagocytosis. inhibition, % at 5 µM. hit rate 0.07% among 110,000. AID 1029, 2008;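 active means inhibition above the mean of the plate negative controls plus 5 SD, cut at about 13% in these data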;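 further: phagocytic index as fraction of beads internalized from green versus red external bead signal; plate controls were DMSO negative control for no effect and cytochalasin-D positive control for full effect; some results beyond the cut were filed as inactive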
HCT116 bCat-KO: primary screen for growth suppressors in beta-catenin knockout HCT116 cells (colon tumor, human) | HCT116 beta-catenin knockout viability, CellTiter-Glo, 60 h; hits give low values | viability, % at 10 µM | hit rate 1.5% among 140,000;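 active means viability at or under a set limit, the compound median less 4 SD, cut at about 6% in these data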;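 further: 0% = Hyamine 1622 control at 20 µM and 100% = untreated cell control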
NPY-Y2 antag: NPY-Y2 receptor antagonists, primary screen, cell-based | Neuropeptide Y receptor type 2 (Homo sapiens), P49146 | inhibition, % at 2.7 µM | NPY-Y2 expressing cells, antagonist mode | hit rate 0.99% among 140,000; in the data active means inhibition above about 17%;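 further: 0% = vehicle with agonist challenge and 100% = reference antagonist with challenge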
Target sequence (P49146 whole entry, looked up): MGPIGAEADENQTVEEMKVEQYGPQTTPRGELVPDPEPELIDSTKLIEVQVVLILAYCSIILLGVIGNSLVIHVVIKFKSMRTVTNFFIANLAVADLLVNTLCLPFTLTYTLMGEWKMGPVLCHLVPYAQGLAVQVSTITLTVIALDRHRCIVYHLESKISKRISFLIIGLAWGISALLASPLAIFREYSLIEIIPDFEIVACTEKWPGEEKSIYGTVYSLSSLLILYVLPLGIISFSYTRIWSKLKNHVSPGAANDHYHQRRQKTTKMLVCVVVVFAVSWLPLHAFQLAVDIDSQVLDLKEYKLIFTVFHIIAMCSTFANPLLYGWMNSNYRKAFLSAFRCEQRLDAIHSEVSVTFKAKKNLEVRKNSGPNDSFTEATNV
GALR2 blocker: GALR2 antagonists in receptor-expressing cells, primary screen. antagonist mode. inhibition, % at 4 µM. hit rate 0.39% among 140,000; in the data active means inhibition above about 27%;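 further: cells stimulated with galanin 1-16 at roughly its EC80; 0% = agonist challenge control and 100% = basal control without agonist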
Target sequence (O43603 whole entry, looked up): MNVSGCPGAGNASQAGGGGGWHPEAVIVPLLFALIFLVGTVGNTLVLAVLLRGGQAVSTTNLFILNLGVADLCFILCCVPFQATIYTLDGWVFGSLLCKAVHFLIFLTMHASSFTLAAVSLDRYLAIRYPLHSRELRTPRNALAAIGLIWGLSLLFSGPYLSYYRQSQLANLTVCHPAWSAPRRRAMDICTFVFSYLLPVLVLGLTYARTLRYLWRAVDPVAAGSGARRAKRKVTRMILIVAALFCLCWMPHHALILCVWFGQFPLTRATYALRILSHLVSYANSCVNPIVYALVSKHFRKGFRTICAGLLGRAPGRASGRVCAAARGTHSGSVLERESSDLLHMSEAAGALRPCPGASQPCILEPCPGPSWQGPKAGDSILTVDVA
MRP1 act: H69AR viability gain despite doxorubicin, primary screen, MRP-1 activator project, H69AR cells, CellTiter-Glo; viability rescue; viability increase, % at 10 µM; hit rate 0.61% among 140,000;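 active means viability gain under doxorubicin at or above a set limit, the compound median plus 3 SD, cut at about 4.7% in these data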;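 further: MRP-1 overexpressing cells given doxorubicin 25 µM after compound pretreatment; 18-22 h compound pretreatment then 72 h with doxorubicin before readout; 0% = doxorubicin-only wells and 100% = vehicle-treated cells without doxorubicin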
PTEN del growth: growth suppression of PTEN-null HCT116, primary screen, cell-based, CellTiter-Glo; hit rate 1.2% among 140,000; HCT116 PTEN-null viability, 60 h; hits give low values; viability, % at 10 µM; AID 827, 2007;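 active means viability at or below a set limit, 4 SD under the median of all tested compounds, cut at about 3.7% in these data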;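 further: PTEN knockout HCT116 line with beta catenin targeted HCT116 as companion control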
* marks the source's active call; other numbers are inactive results; . = not tested or not shown. Rows are unselected, and some 6.1% of all compounds hit somewhere here.

SMILES	E-sel TNF inh	Yeast lifespan up	BB579 growth dn	Measles CPE	Phagocyt inh	HCT116 bCat-KO	NPY-Y2 antag	GALR2 blocker	MRP1 act	PTEN del growth
Cc1cccc(-n2c(O)c(C=NCCCN3CCOCC3)c3ccccc3c2=O)c1	.	-7	10	4	0	106	4	5	-1.7	102
O=C(O)C1CCN(C(=O)OCc2ccccc2)CC1	.	-9	-4	2	0	102	2	-6	-2.6	94
CCc1nc(C)cn1S(=O)(=O)c1ccc(Cl)c(Cl)c1Cl	39	-9	-41	8	0	33	7	7	-3.3	49
O=C(c1cnn2c(C(F)(F)F)cc(-c3ccccc3)nc12)N1CCOCC1	-35	-6	14	21	-1	98	0	7	0.5	92
Cc1ccc(-c2ccc(/C=N/N3C(=O)C4C5C=CC(CC5)C4C3=O)o2)c([N+](=O)[O-])c1 (centres undefined)	5	-6	-82	16	1	92	2	-5	1.1	96
CCOC(=O)Cn1c(S(=O)(=O)Cc2cccc(F)c2)nc(-c2ccccc2)c1-c1ccccc1	-33	0	-32	31*	0	68	19*	2	-1.0	72
CCCNC(=O)c1oc2ccc3c(c2c1C)C(=O)CC(C)(C)O3	12	-11	-7	3	.	106	7	-4	7.1*	92
COCc1nnc(NS(=O)(=O)c2ccc(NC(C)=O)cc2)s1	.	-21	2	3	.	94	-1	0	-3.2	99
CCCn1nc(C(=O)Nc2ccc3nc(C)sc3c2)c2ccccc2c1=O	1	-7	-15	8	-3	101	6	-3	-1.2	95
Cc1ccccc1NC(=O)C1CCCN1S(=O)(=O)c1cccc2cccnc12 (centres undefined)	5	6	-48	12	0	79	2	4	-3.0	89
Cn1c(N)c(C(=O)COC(=O)c2ccc(Br)o2)c(=O)n(C)c1=O	8	-6	-30	26	1	88	0	-12	-3.9	86
Cc1ccc(NC(=O)C(OC(=O)c2ccc(NC(N)=O)cc2)c2ccccc2)cc1Cl (centres undefined)	-55	-4	-19	12	-7	65	3	4	-3.0	57
COc1ccc(NC(=O)CC2C(=O)N(C)C(=S)N2CCc2ccccc2)cc1 (centres undefined)	-4	6	-40	4	-6	58	2	0	-4.5	50
COCCN(Cc1cc2cc3c(cc2nc1Cl)OCO3)C(=O)Nc1ccc(F)cc1	13	-14	-45	4	-1	37	4	14	-0.4	51
CCOC(=O)c1c(OCC)[nH]c2ccc(O)cc12	6	-15	-2	8	.	108	0	2	-0.3	103
CCn1c(N)c(C(=O)Nc2ccccc2C(=O)OC)sc1=S	.	-9	-30	9	0	98	-3	8	-1.5	85
Cc1cc(=O)[nH]c(SCC(=O)N2CCCc3ccccc32)n1	8	.	-2	16	.	83	0	-3	-0.7	95
NC(=O)N/N=C/c1ccc(N2CCOCC2)s1	.	-3	-15	10	.	93	1	7	-1.4	93
C=C1CC2C3CC[C@@]4(OCOC45COCO5)[C@@]3(C)C(O)CC2[C@@]2(C)CCC(=O)C=C12 (some centres undefined)	.	0	-16	9	-5	15	0	9	-5.0	10
CSc1nc(C)c(CCOCc2ccccc2)c(=O)[nH]1	.	2	-14	13	0	101	1	1	-3.2	97
C=CCN1C(=O)C(CC(=O)O)SC1=Nc1c(C)n(C)n(-c2ccccc2)c1=O (centres undefined)	16	-15	2	6	-2	95	-3	-12	-1.8	97
CCn1c(SCC(=O)Nc2ccccc2N2CCOCC2)nnc1-c1ccccc1	10	-21	-23	10	-1	90	5	11	-2.7	79
O=S(=O)(Nc1ccc(Oc2ncccn2)c(Cl)c1)c1ccc(F)cc1	0	-6	2	5	0	83	2	0	-2.3	94
COc1ccc(OC)c(-c2nc(C(N)=O)c3[nH]c(=O)n(-c4ccc(F)cc4)c3n2)c1	-12	-1	-26	8	0	93	0	13	-1.6	96
CC(C)C(NC(=O)CSc1ccc(Cl)cc1)C(C)C	19	-4	-41	6	-2	71	7	-14	-0.5	69
CC(C)Oc1ccccc1/C=N/NC(=O)c1ccc(F)cc1	12	-7	-19	9	1	95	3	0	0.7	103
O=c1oc2ccccc2n1CCCCCn1c(=O)oc2ccccc21	-2	-12	-9	5	0	96	9	2	-3.0	97
COc1ccc(/C=C/C(=O)OCC(=O)NCC2CCCO2)cc1 (centres undefined)	.	2	-20	24	-2	89	5	10	-0.3	104
Cc1noc(C)c1CSc1nc2ccccc2c(=O)n1-c1ccccc1	-19	3	-21	13	1	17	18*	-10	-1.6	14
COc1cccc(C2NC(=O)NC(C)=C2C(=O)Nc2cc(OC)ccc2OC)c1 (centres undefined)	-11	-3	-43	17	-1	96	7	6	-0.7	102
CCOC(=O)c1cc(S(=O)(=O)N2CCN(C(=O)OCC)CC2)cn1C	-28	-18	11	12	0	74	2	2	-2.2	78
CCOC(=O)c1c(NC(=S)NC)sc2c1CC(C)(C)SC2	.	5	-64	9	-12	65	0	-4	-5.0	67
Cc1c(C(=O)N/N=C/c2ccc(N(C)C)cc2)[nH]c2ccc(Cl)cc12	.	2	-41	3	5	13	2	4	-0.5	13
Cc1ccccc1-c1nsc(SCC(=O)NCc2ccc3c(c2)OCO3)n1	.	1	0	4	-6	96	7	4	0.1	96
CCN(CC)C(=O)Oc1ccc2c(=O)c(-c3ccc(OC)cc3)c(C)oc2c1	.	-6	-24	15	3	78	3	-1	-2.1	63
O=C(Nc1nnc(-c2ccco2)s1)C1CC1	95*	-12	-30	13	0	108	0	6	0.1	110
Fc1ccc(COc2ccc(/C=N/n3cnnc3)cc2)cc1	-33	-27	-5	3	0	90	1	5	-1.0	83
Cc1ccc2c(C)cc[n+](CCCS(=O)(=O)[O-])c2c1	.	20	-16	15	-12	96	0	-15	-3.2	100
Cc1ccc(N(CC(=O)N2CCc3ccccc32)S(=O)(=O)c2cccs2)cc1	-12	0	-41	3	.	86	5	2	-1.8	91
Cc1ccc(NC(=O)c2nc[nH]c2C(=O)N2CCCCC2)c(C(=O)c2ccccc2)c1	.	-15	-9	12	-2	91	2	1	1.8	83
COc1ccc(C2C(C(=O)N3CCOCC3)=C(C)NC3=C2C(=O)CC(C)(C)C3)c(OC)c1 (centres undefined)	-20	-17	-6	38	.	88	7	3	-3.9	92
CS(=O)(=O)N(Cc1ccccc1)c1ccc(C(=O)NCCSc2ccccn2)cc1	-30	3	-3	6	-10	87	10	-7	0.1	80
O=[N+]([O-])c1cccc(/C=N/Nc2cc(Cl)nc(-c3ccccc3)n2)c1	-20	-27	-24	21	.	78	-3	-2	-6.7	62
COc1ccccc1-c1cc(C(=O)N2CCN(c3ccccc3OC)CC2)no1	-12	2	-35	9	3	77	5	1	-5.4	55
CCOc1cc(NC(=S)Nc2cccc(OC)c2)c(OCC)cc1NC(=O)C1CC1	-2	-7	-62	30	.	100	2	0	-2.2	102
Cc1cn2c(-c3ccc(Cl)cc3)nnc2s1	.	-15	-11	23	1	81	1	8	-2.5	94
Clc1ccccc1CSc1nnc(Cn2cnc3ccccc32)n1-c1ccccc1	10	-8	12	4	.	88	3	-7	-0.3	84
CC(C)(C)n1ncc2c(=O)n(CC(=O)NCc3ccccc3Cl)cnc21	-4	-18	-7	8	.	96	1	4	-1.4	96
Cc1cc(=O)[nH]c(SCC(=O)Nc2ccccc2C#N)c1C#N	-11	-5	-36	7	0	94	2	-6	0.5	109
CC1(C)CC(=O)c2sc(N3CCCCC3)nc2C1	1	-5	-27	4	-1	101	3	-11	-1.3	100
COc1ccc(N(CC(=O)Nc2cc(C)on2)S(=O)(=O)c2ccc(Cl)cc2)cc1	0	-8	-41	9	-1	107	3	0	-1.4	98
CCOC(=O)c1ccc(NC(=O)CSc2nnc(NC(=O)c3ccc(S(=O)(=O)N4CCOCC4)cc3)s2)cc1	-4	0	-22	4	-3	91	1	3	-1.7	95
O=C(NCc1ccco1)c1ccc(Cl)c(S(=O)(=O)N2CCOCC2)c1	-11	-9	-24	26	2	103	3	10	-3.2	96
Cc1ccc2nc(/C(C#N)=C\c3ccc(N4CCOCC4)o3)[nH]c2c1	1	.	-29	8	.	76	2	29*	-2.4	62
CCCCOc1cc(=O)[nH]c(=O)[nH]1	-4	-5	7	13	-4	97	-1	-5	-1.5	104
O=C(N/N=C/c1cccs1)c1cccc(NC(=O)c2ccc(Cl)cc2)c1	.	-3	-40	-2	1	51	5	14	-4.5	6
Cc1ccc(C(=O)NCCCNc2ccc(C(F)(F)F)cc2[N+](=O)[O-])cc1	.	-1	-38	9	-3	92	13	1	-2.2	101
CCOC(=O)N1CCN(C(=O)CCS(=O)(=O)c2ccc(Br)s2)CC1	.	6	-36	1	2	94	2	8	-0.1	112
O=C(CCCC(=O)OCC(Cl)=C(Cl)Cl)Nc1ccccc1F	.	-3	-39	9	-2	90	3	-1	-1.5	89
Cc1c(C(=O)Nc2ccc(-c3nnc4n3CCCCC4)cc2)oc2ccc(Br)cc12	.	-2	-40	13	.	46	0	0	-1.4	31
More entries:
SMILES	E-sel TNF inh	Yeast lifespan up	BB579 growth dn	Measles CPE	Phagocyt inh	HCT116 bCat-KO	NPY-Y2 antag	GALR2 blocker	MRP1 act	PTEN del growth
COc1ccc(N2CCN(C3CC(=O)N(Cc4ccc(N5CCCC5=O)cc4)C3=O)CC2)cc1 (centres undefined)	.	-4	-19	32	.	88	2	-8	-1.1	87
COCc1nnc(NC(=O)CS(=O)(=O)Cc2ccccc2)s1	-13	-5	-51	19	-1	102	1	-1	-0.6	113
Cc1[nH]c2ccccc2c1C(=O)/C=C\c1ccccc1Cl	-12	-7	-33	5	-5	57	2	10	0.6	68
O/N=C/c1ccccc1Oc1ccccc1	22	-8	-40	8	0	90	2	7	-3.8	103
CC(C)Oc1ccc(C2C(C(=O)c3ccco3)=C(O)C(=O)N2Cc2cccnc2)cc1 (centres undefined)	-36	-3	-44	10	0	92	1	8	0.3	107
CSc1ccccc1NC(=O)c1ccccc1N(C)S(C)(=O)=O	-19	-22	1	1	1	86	-1	1	-3.2	98
Cc1ccc(OCC(=O)N2CC3(C)CC2CC(C)(C)C3)cc1 (centres undefined)	-11	.	-10	6	.	81	0	8	-4.0	95
CCCOc1cc(C)c(Cl)cc1S(=O)(=O)N(CC)CC	-3	.	-56	19	.	66	11	-2	-0.6	65
Cn1c(SCC(=O)N2CCc3ccccc32)nc2cccnc21	29	-25	-48	7	1	93	1	-7	0.6	82
